Source: PubChem BioAssay (National Center for Advancing Translational Sciences (NCATS))
USP1-UAF1 inh: Inhibitors of USP1/UAF1: Primary Screen; Ubiquitin carboxyl-terminal hydrolase 1 (Homo sapiens), O94782; recombinant USP1/UAF1, Ub-Rhodamine cleavage fluorescence; Potency, µM (series often up to 57.1 µM), inactives show at the highest dose activity change, negative = inhibition, usual class: inhibitors; 390,000 tested, 0.23% active; also: potency is read from the fitted curve at half-maximal effect; % is scaled to controls: 0 for no effect and ±100 for the full control effect; nearly all actives have a fitted effect of over 60% in size; inactives centre near -12
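USP1/UAF1 complex (1 nM) preincubated 15 min at room temperature with compound, then Ub-Rho substrate (150 nM final) added. Kinetic fluorescence at 480/540 nm over 6 reads at 60 s intervals; 50 mM HEPES pH 7.8, 0.5 mM EDTA, 0.1 mg/ml BSA, 1 mM TCEP, 0.01% Tween-20.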
PI4K2A block: qHTS for small molecular inhibitors of PI4K2A; Phosphatidylinositol 4-kinase type 2-alpha (Homo sapiens), Q9BTU6; purified PI4K2A, ADP-Glo luminescence, 1 h; active compounds read low; activity change, negative = inhibition, % at 76.9 µM; 420,000 tested, 0.13% active; in the data active = activity change below about -50%; inconclusive = mostly about -30% to -49%;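 also: -100% = wells without enzyme as full effect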
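Compounds are screened against recombinant PI4K2A using PI as substrate and ATP, the latter dispensed at 300 microM. Reactions run one hour at ambient temperature before ADP-Glo detection; full inhibition defined by wells lacking enzyme.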
HP1b binding inh: HTS for Inhibitors of HP1-beta Chromodomain Interactions with Methylated Histone Tails. Chromobox protein homolog 1 (Homo sapiens), P83916. AlphaScreen HP1-beta / biotin-H3K9me3 peptide binding. Potency, µM (titrated, usually from 114 µM), inactives show at the top dose activity change, negative = inhibition, usual class: inhibitors. 390,000 tested, 0.56% active; also: potency is read from the fitted curve at half-maximal effect; nearly all actives have a fitted effect of over 70% in size; inactives centre near 23
Target sequence (P83916 whole entry, looked up): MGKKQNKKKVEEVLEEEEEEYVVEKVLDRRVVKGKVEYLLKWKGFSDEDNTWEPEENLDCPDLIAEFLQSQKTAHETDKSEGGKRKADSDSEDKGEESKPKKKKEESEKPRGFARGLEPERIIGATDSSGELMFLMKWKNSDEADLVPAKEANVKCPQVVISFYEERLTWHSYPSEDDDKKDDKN
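Compound inhibition of the preformed complex between 50 nM HP1-beta and 50 nM biotinylated H3K9me3 peptide was read by AlphaScreen. Buffer was PBS pH 7.4 with 0.01% Tween-20. Incubations ran 30 min at room temperature, with 10 ug/mL donor/acceptor beads.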
Pin1 inh: qHTS Assay to Find Inhibitors of Pin1 | Peptidyl-prolyl cis-trans isomerase NIMA-interacting 1 (Homo sapiens), Q13526 | Pin1 FP peptide displacement, HiFluor488, 10 min | Potency, µM (series often up to 115 µM), inactives show at the top dose activity, negative = inhibition, hits mostly inhibitors | 390,000 tested, 0.009% active | AID 504891, 2011; active = well fitted inhibition curve with a large enough effect in the polarisation, with a control signal flat, not every such curve was filed as active; inconclusive = small, poorly fitted or top-dose-only effect, or effect the other way, or a change in a side signal; inactive = no such curve, though single readings can be large or run the other way; the % refers to the polarisation; also: potency is read from the fitted curve at half-maximal effect; % is scaled to controls: 0 for no effect and ±100 for the full control effect
TrxR1 substrate: qHTS Assay for Substrates of Mammalian Selenoprotein Thioredoxin Reductase 1 (TrxR1): qHTS | Thioredoxin reductase 1, cytoplasmic (Rattus norvegicus), O89049 | purified TrxR1 substrate turnover, NADPH consumption readout | Potency, µM (titrated, usually from 114 µM), for the others: at the top dose activity change, negative = substrate turnover | 390,000 tested, 0.01% active | AID 588456, 2011; also: potency is read from the fitted curve at half-maximal effect; % is scaled to controls: 0 for no effect and ±100 for the full control effect; nearly all actives have a fitted effect of over 50% in size
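Rat TrxR1, dispensed at 90 nM, was prereduced with 400 uM NADPH (final) for 5 min at ~22 deg C, then incubated with compound 15 min before 400 uM selenite. A first-read NADPH fluorescence drop versus no-compound background flagged substrates.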
Tb PGK inh: qHTS Assay to Find Inhibitors of Phosphoglycerate Kinase; PGK/GAPDH coupled, Kinase-Glo luminescence, 60 min; Potency, µM (top dose mostly 57.5 µM), inactives show at the highest dose activity change, negative = inhibition, most hits filed as inhibitors; 380,000 tested, 0.043% active; AID 602233, 2012; also: potency is read from the fitted curve at half-maximal effect; % is scaled to controls: 0 for no effect and ±100 for the full control effect; nearly all actives have a fitted effect of over 60% in size
Target sequence (P07378 whole entry, looked up): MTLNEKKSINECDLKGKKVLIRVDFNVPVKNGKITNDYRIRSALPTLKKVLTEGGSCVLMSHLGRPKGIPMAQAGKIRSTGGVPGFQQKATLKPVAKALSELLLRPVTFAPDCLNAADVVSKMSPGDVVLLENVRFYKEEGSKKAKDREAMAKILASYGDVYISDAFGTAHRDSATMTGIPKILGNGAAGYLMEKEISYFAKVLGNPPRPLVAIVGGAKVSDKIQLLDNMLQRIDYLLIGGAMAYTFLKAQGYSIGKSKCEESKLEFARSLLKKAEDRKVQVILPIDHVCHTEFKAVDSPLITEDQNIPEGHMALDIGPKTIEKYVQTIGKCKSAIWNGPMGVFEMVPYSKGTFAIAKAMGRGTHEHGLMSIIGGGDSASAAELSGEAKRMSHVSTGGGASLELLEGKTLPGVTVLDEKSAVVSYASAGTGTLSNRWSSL
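Recombinant glycosomal PGK reaction used 1,3-bisphosphoglycerate generated in-well by GAPDH (100nM final) in 100mM TEA pH 7.6, 5mM MgCl2, 0.01% Tween-20. After 60 minutes at room temperature, ATP was read by Kinase-Glo Plus luminescence end-point.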
mIDH1 inhibitor: qHTS for Inhibitors of mutant isocitrate dehydrogenase 1 (IDH1): qHTS | Isocitrate dehydrogenase [NADP] cytoplasmic (Homo sapiens), O75874 | IDH1-R132H enzyme, NADPH consumption, diaphorase/resazurin fluorescence | Potency, µM (doses to about 76.6 µM), inactives show at the highest dose activity change, negative = inhibition, most hits filed as inhibitors | 390,000 tested, 0.093% active | AID 602179, 2012; also: potency is read from the fitted curve at half-maximal effect; % is scaled to controls: 0 for no effect and ±100 for the full control effect; nearly all actives have a fitted effect of over 65% in size
Target sequence (O75874 whole entry R132H, stated change not applied): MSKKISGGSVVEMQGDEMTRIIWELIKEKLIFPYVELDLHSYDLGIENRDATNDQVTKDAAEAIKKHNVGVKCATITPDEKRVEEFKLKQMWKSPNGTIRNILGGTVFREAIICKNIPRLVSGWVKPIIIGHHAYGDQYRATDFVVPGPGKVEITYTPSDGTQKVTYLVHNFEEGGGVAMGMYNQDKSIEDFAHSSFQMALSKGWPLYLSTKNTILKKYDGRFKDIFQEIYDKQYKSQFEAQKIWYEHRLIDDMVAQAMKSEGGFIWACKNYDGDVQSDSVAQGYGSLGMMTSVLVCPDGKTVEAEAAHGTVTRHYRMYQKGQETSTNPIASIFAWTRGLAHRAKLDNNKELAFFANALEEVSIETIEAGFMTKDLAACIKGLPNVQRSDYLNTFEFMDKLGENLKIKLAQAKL
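IDH1-R132H (0.5 ug/mL) preincubated 30 min with compound, then NADPH (0.016 mM) and alpha-KG (2 mM) added; 80 min at RT, pH 7.5. Remaining NADPH coupled via diaphorase/resazurin to fluorescence (540/590 nm); concentration-response curves normalized to no-enzyme control.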
rTrxR1 inhibitor: qHTS Assay for Inhibitors of Mammalian Selenoprotein Thioredoxin Reductase 1 (TrxR1): qHTS. Thioredoxin reductase 1, cytoplasmic (Rattus norvegicus), O89049. recombinant rTrxR1, NADPH fluorescence consumption, selenite substrate. Potency, µM (titrated, usually from 114 µM), for the others: at the top dose activity change, negative = inhibition, hits mostly inhibitors. 390,000 tested, 1% active; also: potency is read from the fitted curve at half-maximal effect; % is scaled to controls: 0 for no effect and ±100 for the full control effect; nearly all actives have a fitted effect of over 65% in size
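Rat TrxR1 (90 nM in the dispensed reagent) was pre-reduced with 400 uM NADPH for 5 min at room temperature, then incubated with compound for 15 min. After 400 uM selenite was added, NADPH fluorescence (Ex 340/Em 450 nm) was followed for 8 min.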
GLS inhibitor: qHTS for Inhibitors of Glutaminase (GLS) | GLS enzymatic activity, qHTS titration | Potency, µM (doses to about 45.5 µM), inactives show at the top dose activity change, negative = inhibition, most hits filed as inhibitors | 410,000 tested, 0.21% active; also: potency is read from the fitted curve at half-maximal effect; % is scaled to controls: 0 for no effect and ±100 for the full control effect
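Read-out is an Amplex red fluorescence increase coupled through glutamate oxidase and HRP, measured before and after 30 min room-temperature incubation. hKGA is in 45 mM KH2PO4 (pH 8.2) with 0.02% Tween-20; glutamine added as 1mM solution.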
* hit, by the source's call; i = inactive; u = inconclusive; x = no result given; & = joins results of further samples; [ ] = another dose, or the depositor's remark. Unless noted, calls follow the shape of the dose curve; as a rule, active = well fitted curve in the direction sought with a large enough effect; inconclusive = small, poorly fitted or top-dose-only effect, or another doubt; inactive = no such curve, though single readings can be large; an effect the other way counts as inactive or inconclusive. This is a subset. The share of hits here may be higher or lower than overall.

SMILES	USP1-UAF1 inh	PI4K2A block	HP1b binding inh	Pin1 inh	TrxR1 substrate	Tb PGK inh	mIDH1 inhibitor	rTrxR1 inhibitor	GLS inhibitor
COC(=O)c1sc(-c2ccc(Cl)cc2)cc1NC(=O)CSCC(=O)O	-16%	-2	25%	3%	1%	-11%	0%	9%	-12%
CN(CCCNC(=O)c1cc2c(=O)n(C)c3ccccc3c2s1)Cc1ccccc1	3%	1	22%	2%	35%[activator]	i	-6%	-7%	-4%
CCOc1ccccc1NC(=O)C1CCCN1S(=O)(=O)c1ccc2nc(-c3ccccc3)[nH]c2c1 (configuration not stated)	0%	-8	14%	u	-1%	-4%	0%	17%	2%
O=C(NC1=NCCS1)c1cc2ccccc2o1	-9%	1	18%	9%	-5%	-5%	1%	5%	-5%
CCSCc1nc2ccccn2c1Br	-20%	3	40%[activator]	-5%	10%	-6%	16%	20%	2%
COc1ccc(C)cc1N1CC(C(=O)Nc2ccccc2C(=O)NC2CC2)CC1=O (configuration not stated)	-16%	4	27%	-1%	3%	-2%	-10%	13%	-8%
CCn1cc(/C=C/C(=O)Nc2c(C)nn(Cc3ccccc3C)c2C)cn1	-14%	-2	40%[activator]	5%	-5%	i	5%	-9%	-1%
COc1ccc(/C=C2\SC(=S)N(CC(=O)NCCO)C2=O)cc1	-17%	2	25%	5%	-2%	-2%	0%	11%	-1%
COc1cccc(-c2nc(CS(=O)(=O)CC(=O)NCCc3ccc(OC)c(OC)c3)c(C)o2)c1	-20%&3%	4&-3	-12%&22%	-2%&6%	3%&16%	-8%	0%&-15%	4%&-14%	1%&-1%
Cc1ccc(S(=O)(=O)N2CCC(C)CC2)c([N+](=O)[O-])c1	-3%	2	u	6%	-1%[57.1 µM]	1%	9%	19%[57.1 µM]	-2%
COc1ccc(CCNC(=O)CSc2cn(Cc3ccccc3)c3ccccc23)cc1OC	-24%	3	12%	2%	5%[57.1 µM]	-6%	0%	-2%[57.1 µM]	-1%
S=C(Nc1ccc(Cl)cc1)N1CCN(C2CCCCC2)CC1	1%	-4	16%	u	-3%	-2%	4%	7%	-5%
CCN(C(=O)c1cc2c(=O)oc3ccc(C)cc3c2s1)c1cc(OC)ccc1OC	-21%	4	19%	31%[activator]	-3%	4%	26%	21%	3%
CCCCCC[N+](C)(C)CC/C=C1/c2ccccc2Sc2ccc(Cl)cc21	-22%	0	27%	6%	7%	-13%	17%	4%	-2%
COCCCNC(=O)c1ccc(CS(=O)(=O)c2ccccc2OC)o1	-13%	-8	13%	-5%	14%[57.1 µM]	i	1%	-16%	-4%
COC(=O)c1cc(-c2ccccc2)sc1NC(=O)CN1C(=O)c2ccccc2C1=O	-21%	5	u	20%	-10%	-6%	0%	-12%	-11%
O=C(Nc1ccc(C(F)(F)F)cc1)N1CCN(C(=O)c2ccco2)CC1	-5%	-3	31%[activator]	-1%	-1%	6%	0%	-2%	9%
O=C(CC12CCC(CC1)C2)NCc1ccc2c(c1)OCO2	2%	-1	48%[activator]	1%	-12%	0%	7%	-19%	1%
CC(=O)c1ccc(NC(=O)CN2C(=O)CCC2=O)cc1	-7%	6	20%	2%	1%[57.1 µM]	-3%	1%	-5%[57.1 µM]	1%
CNC(=S)N(CCc1c(C)[nH]c2ccc(OC)cc12)Cc1cccnc1	-8%	-1	-11%	2%	-1%[57.1 µM]	0%	5%	3%[57.1 µM]	0%
Cc1ccc2nc(NC(=O)C3CC3C)sc2c1 (configuration not stated)	-14%	4	23%	5%	4%	i	4%	11%	2%
Cc1cc(N2CCN(C)CC2)nc2ccc(NC(=S)N3CCOCC3)cc12	-18%	12	12%	0%	7%	4%	4%	5%	-22%
Cc1c(C(=O)N2CCCC2)oc2c1-c1nn(CC(=O)NCCCOC(C)C)cc1CC2	u	-13&-18	25%&31%	0%&-11%	-1%&4%	6%&-7%	2%&13%	0%&-1%	-10%&7%
Clc1ccc(Cc2nnc(-c3cccs3)o2)cc1	-7%	-2	23%	1%	9%[57.1 µM]	-4%	-4%	18%[57.1 µM]	0%
COC(=O)n1c(SC)nc2ccccc21	-5%	-2	-6%	3%	-7%[57.1 µM]	i	5%	9%[57.1 µM]	6%
CCOc1ccc(CN(C)CCc2ccccn2)cc1	-13%	-2	25µM*	-10%	-1%[57.1 µM]	3%	18%	4%[57.1 µM]	5%
CCN(CC)S(=O)(=O)c1cc([N+](=O)[O-])ccc1N1CCC(C(N)=O)CC1	-20%	6	-3%	-7%	10%[57.1 µM]	10%	-2%	19%[57.1 µM]	14%
O=C(CSc1ncnc2c1cnn2-c1ccccc1)Nc1ccccc1	5%	2	19%	-2%	8%	-3%	8%	16%	12%
CC(=O)C1=NOC2C(=O)N(c3ccccc3)C(=O)C12 (configuration not stated)	-19%	-2	64%[activator]	-8%	17%[57.1 µM]	-9%	7%	1%[2.29 µM]	-4%
Cc1ccccc1C(=O)c1cccn1CC(=O)NCc1ccc2c(c1)OCO2	-18%	0	22%	u	-2%	5%	-1%	9%	0%
CCOC(=O)c1sc(-c2ccc(Cl)cc2Cl)nc1O	-8%	-4	42%[activator]	-4%	6%	-2%	0%	19%	14%
O=C(Nc1ccc(Cl)cc1)c1cc2nc(C3CC3)cc(C(F)(F)F)n2n1	7%	4	18%	7%	71%[activator]	1%	-9%	21%	1%
CCN(CC)CCn1c(=S)[nH]c2cc(C(=O)NCCc3ccc(OC)c(OC)c3)ccc2c1=O	-15%	2	x	x	x	-5%	9%	x	15%
CC1CN(C(=O)COC(=O)c2nn(-c3ccccc3)c(=O)c3ccccc23)CC(C)O1 (configuration not stated)	4%	-1	32%	-2%	-1%	x	1%	17%	-4%
CC(C)(C)c1ccc(S(=O)(=O)NCc2ccccn2)cc1	-3%	-7	16%	2%	10%[57.1 µM]	-9%	7%	25%[57.1 µM]	0%
CCNC(=O)NC(C(=O)OC)C12CC3CC(CC(C3)C1)C2 (configuration not stated)	-18%	2	37%	4%	4%	5%	3%	3%	-4%
Cc1[nH]c2ccccc2c1C(=O)CN1CCCCC1CCO (configuration not stated)	-22%	-1	27%	-8%	-8%	-3%	3%	-5%[57.1 µM]	0%
Cc1ccc(NS(=O)(=O)N2CCOCC2)cc1	-14%	4	29%	-6%	4%	i	-1%	25%	1%
CCC(C)NC(=O)c1cn(CCOC)c(=O)c2c1c1ccccc1n2C (configuration not stated)	-23%	-4	23%	-2%	27%	-1%	8%	25%	4%
C=C(C)C(=O)OCC(C)C	-31%	-1	48%[activator]	-5%	1%	-7%	-6%	5%	-2%
NS(=O)(=O)c1ccc(CCNS(=O)(=O)c2cccc3cccnc23)cc1	-22%	-4	24%	-2%	8%	-12%	3%	19%	-2%
CCCNC(=O)C1CC(=O)N(c2ccc(OCc3ccccc3)cc2)C1 (configuration not stated)	-19%	u	x	x	x	-12%	-3%	x	-3%
COc1cc(CC(=O)C(=O)O)oc(=O)c1	u	6	x	x	x	-13%	-19%	x	1%
CC(C)c1nnc(N2C(=O)c3oc4ccccc4c(=O)c3C2c2cccc(O)c2)s1 (configuration not stated)	-2%	0	41%[activator]	-2%	4%	-1%	10%	15%	2%
O=C(c1oc(=O)c2ccccc2c1-c1ccccc1)N1CCOCC1	-4%	-1	-9%	0%	-7%	-1%	-1%	-9%	-18%
CCOc1ccc(-c2noc(CCCC(=O)NCC3CCCO3)n2)cc1OC (configuration not stated)	3%	4	22%	-2%	0%	7%	-5%	-1%	1%
CCNC(=O)COc1ncnc2scc(-c3ccc(F)cc3)c12	-19%	2	35%	0%	7%[57.1 µM]	9%	-5%	6%	-4%
COc1ccc(NC(=O)CSc2nnc3ccc(-c4ccccn4)nn23)c(OC)c1	-15%	1	4%	-2%	8%[57.1 µM]	-7%	-21%	13%	5%
O=C(CSc1nnc(-c2ccc3c(c2)OCCO3)o1)N1CCCC1	-8%	-6	4%	-13%	-5%[57.1 µM]	i	11%	2%[57.1 µM]	6%
